High-throughput results deposited in PubChem by National Center for Advancing Translational Sciences (NCATS).
IDH1 R132H inh: blocks human mutant IDH1 R132H enzyme; IDH1-R132H enzyme, NADPH consumption, diaphorase/resazurin fluorescence; Potency, µM (highest dose often 76.6 µM), inactives show at the top dose activity change, negative = inhibition, most hits filed as inhibitors; AID 602179; O75874; 390,000 compounds, 0.093% hits; also: % is scaled to controls: 0 for no effect and ±100 for the full control effect; nearly all actives have a fitted effect of over 65% in size
Target sequence (O75874 whole entry R132H, stated change not applied): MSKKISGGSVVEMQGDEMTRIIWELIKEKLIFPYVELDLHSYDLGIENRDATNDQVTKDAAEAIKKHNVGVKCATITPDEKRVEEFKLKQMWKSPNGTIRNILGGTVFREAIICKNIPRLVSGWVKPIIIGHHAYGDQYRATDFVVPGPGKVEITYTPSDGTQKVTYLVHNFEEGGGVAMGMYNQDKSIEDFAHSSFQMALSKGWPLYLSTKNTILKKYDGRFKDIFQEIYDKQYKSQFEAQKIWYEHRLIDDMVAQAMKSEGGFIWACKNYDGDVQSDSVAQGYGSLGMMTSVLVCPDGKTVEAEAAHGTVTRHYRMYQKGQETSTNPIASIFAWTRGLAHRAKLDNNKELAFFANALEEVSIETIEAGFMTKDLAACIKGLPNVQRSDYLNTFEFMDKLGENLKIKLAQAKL
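IDH1-R132H (0.5 ug/mL) preincubated 30 min with compound, then NADPH (0.016 mM) and alpha-KG (2 mM) added; 80 min at RT, pH 7.5. Remaining NADPH coupled via diaphorase/resazurin to fluorescence (540/590 nm); concentration-response curves normalized to no-enzyme control.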
TrxR1 substrate: substrates of rat thioredoxin reductase 1 | O89049 | AID 588456 | purified TrxR1 substrate turnover, NADPH consumption readout | Potency, µM (highest dose often 114 µM), for inactives: at the top dose activity change, negative = substrate turnover | 390,000 compounds, 0.01% hits; also: % is scaled to controls: 0 for no effect and ±100 for the full control effect; nearly all actives have a fitted effect of over 50% in size
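Rat TrxR1, dispensed at 90 nM, was prereduced with 400 uM NADPH (final) for 5 min at ~22 deg C, then incubated with compound 15 min before 400 uM selenite. A first-read NADPH fluorescence drop versus no-compound background flagged substrates.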
USP1 inh: inhibitors of human USP1/UAF1 deubiquitinase; O94782; recombinant USP1/UAF1, Ub-Rhodamine cleavage fluorescence; Potency, µM (top dose mostly 57.1 µM), without a hit: top-dose activity change, negative = inhibition, usual class: inhibitors; 390,000 compounds, 0.23% hits; also: % is scaled to controls: 0 for no effect and ±100 for the full control effect; nearly all actives have a fitted effect of over 60% in size; inactives centre near -12
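USP1/UAF1 complex at 1 nM was preincubated with compound for 15 min at room temperature, then Ub-Rho substrate (150nM final) was added. Fluorescence (480/540 nm) was read kinetically, 6 reads every 60 seconds.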
RGS4 inhibitor: human RGS4 inhibition; P49798; Transcreener GDP fluorescence polarization, RGS4-accelerated GTP hydrolysis; Potency, µM (top dose mostly 114 µM), without a hit: at the top dose activity change, negative = inhibition, usual class: inhibitors; 390,000 compounds, 0.039% hits; also: % is scaled to controls: 0 for no effect and ±100 for the full control effect; nearly all actives have a fitted effect of over 75% in size; some results filed as inactive show a strong effect at the top dose
Target sequence (P49798 whole entry, looked up): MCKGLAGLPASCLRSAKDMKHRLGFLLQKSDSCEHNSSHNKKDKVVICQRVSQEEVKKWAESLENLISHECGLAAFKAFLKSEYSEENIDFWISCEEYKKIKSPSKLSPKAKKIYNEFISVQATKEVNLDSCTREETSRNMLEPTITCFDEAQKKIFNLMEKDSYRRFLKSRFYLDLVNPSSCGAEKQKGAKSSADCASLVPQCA
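MLSMR compounds (23 nl, pin-transferred) preincubated 10 min at room temperature with a 500nM (2x) first reagent, then RGS4 at 900nM (2x) plus Transcreener GDP mix added; fluorescence polarization (620/688 nm) read before and after 90 min at 30 °C.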
Vif-APOBEC3F blk: Vif-A3F binding inhibition. 390,000 compounds, 0.2% hits. Potency, µM (top dose mostly 46.1 µM), without a hit: at the top dose activity, negative = active. HeLa A3F-eYFP + Vif (tagged APOBEC3F with the HIV-1 protein that degrades it), YFP fluorescence increase; also: % of control where 0% means no effect; nearly all actives have a fitted effect of over 65% in size
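HeLa cells stably expressing A3F-eYFP plus Vif, plated and incubated overnight at 37 deg C, then exposed to compounds overnight at 37 deg C. Blocked degradation read as raised yellow fluorescence (Ex 488/Em 500-530).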
TrxR1 inh: blocks rat thioredoxin reductase 1 | 390,000 compounds, 1% hits | O89049 | Potency, µM (top dose mostly 114 µM), without a hit: at the top dose activity change, negative = inhibition, most hits filed as inhibitors | recombinant rTrxR1, NADPH fluorescence consumption, selenite substrate | AID 588453; also: % is scaled to controls: 0 for no effect and ±100 for the full control effect; nearly all actives have a fitted effect of over 65% in size
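Rat TrxR1 (90 nM in the dispensed reagent) was pre-reduced with 400 uM NADPH for 5 min at room temperature, then incubated with compound for 15 min. After 400 uM selenite was added, NADPH fluorescence (Ex 340/Em 450 nm) was followed for 8 min.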
Vif-APOBEC3G blk: Vif-A3G binding inhibition | Q9HC16 | HeLa A3G-eYFP + Vif (tagged APOBEC3G with the HIV-1 protein that degrades it), YFP fluorescence, overnight | Potency, µM (series often up to 46.1 µM), for the others: at the top dose activity, negative = active, most hits filed as inhibitors | 410,000 compounds, 0.076% hits | AID 602310;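 also: % is scaled to controls: 0 for no effect and ±100 for the full control effect; nearly all actives have a fitted effect of over 60% in size; hits raise eYFP signal because A3G escapes Vif-driven loss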
Target sequence (Q9HC16 whole entry, looked up): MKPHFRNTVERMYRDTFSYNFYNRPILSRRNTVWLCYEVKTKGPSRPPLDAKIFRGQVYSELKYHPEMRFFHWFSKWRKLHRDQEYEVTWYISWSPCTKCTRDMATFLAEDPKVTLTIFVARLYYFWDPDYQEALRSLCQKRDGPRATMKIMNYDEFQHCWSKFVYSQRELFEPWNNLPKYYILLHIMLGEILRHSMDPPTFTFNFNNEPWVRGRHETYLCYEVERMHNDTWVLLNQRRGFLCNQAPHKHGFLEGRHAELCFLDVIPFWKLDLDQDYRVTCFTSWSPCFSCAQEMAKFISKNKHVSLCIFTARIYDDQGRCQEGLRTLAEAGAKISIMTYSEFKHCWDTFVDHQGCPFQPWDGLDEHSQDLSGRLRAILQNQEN
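HeLa cells stably expressing Vif and C-terminally eYFP-tagged A3G, seeded overnight at 37 deg C, then exposed to compound by pintool overnight at 37 deg C. Rise in yellow fluorescence (Ex 488/Em 500-530, Acumen) marks blocked Vif-driven A3G degradation.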
RXFP1 agonist: activates the human relaxin receptor RXFP1; Potency, µM (top dose mostly 57.5 µM), for the others: at the highest dose activation, actives largely listed as activators; Q9HBX9; HEK293T-RXFP1 cAMP TR-FRET, 30 min; response scale: percent of porcine relaxin response, buffer zero; AID 2676; 370,000 compounds, 0.3% hits; also: % is scaled to controls: 0 for no effect and ±100 for the full control effect; nearly all actives have a fitted effect of over 60% in size; many of its hits are not listed in these tables
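Agonist response is measured as cAMP accumulation in an RXFP1-transfected HEK293T line under PDE4 inhibition. Values are scaled between buffer-only and 29 nM porcine relaxin, and EC50s come from standard Hill equation fits.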
12-LOX inh: inhibitors of human 12S-lipoxygenase ALOX12. 580,000 compounds, 1.1% hits. purified 12hLO, xylenol orange hydroperoxide absorbance. Potency, µM (doses to about 108 µM), without a hit: at the highest dose activity change, negative = inhibition, usual class: inhibitors; also: % is scaled to controls: 0 for no effect and ±100 for the full control effect
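Purified human 12hLO (150 nM final) in 25 mM Hepes, 0.01% Triton X-100, pH 7.0 was preincubated 15 min at room temperature with compound. Then 40 uM arachidonic acid was added, 30 min. Hydroperoxide was read by Fe-XO absorbance ratio 573/405 nm.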
* marks the source's active call; other numbers are inactive results; ? = inconclusive; . = no result given; & = joins results of further samples; [ ] = remark or other dose. Calls follow the shape of the dose curve; as a rule, active = well fitted curve in the direction sought with a large enough effect; inconclusive = small, poorly fitted or top-dose-only effect, or another doubt; inactive = no such curve, though single readings can be large; an effect the other way counts as inactive or inconclusive. Potency is read from the fitted curve at half-maximal effect.

1	Cc1ccc(S(=O)(=O)Nc2cc(-c3nn(C)c(=O)c4ccccc34)ccc2N2CCOCC2)cc1
2	CCOC(=O)c1ccc(N2C(=O)c3n[nH]c(C)c3C2c2ccc(C(C)(C)C)cc2)cc1 (configuration not stated)
3	Cc1ccc(N=Nc2c(O)ccc3n[nH]nc23)cc1
4	COc1ccc(S(=O)(=O)NCC2CCCN(C(=O)CC3CCCC3)C2)cc1 (configuration not stated)
5	OC[C@H]1OC(O)[C@H](O)[C@@H]1O (some centres not stated)
6	O=C(O)c1nn(CC(=O)N2CCCCCC2)c(=O)c2ccccc12

assay / entry,1,2,3,4,5,6
IDH1 R132H inh,-4%,-8%,18%,-4%,5%,0%
TrxR1 substrate,5%[57.1 µM],1%,-5%[57.1 µM],7%,1%,7%[57.1 µM]
USP1 inh,-15%,?,-22%,0%,-13%,-18%
RGS4 inhibitor,-15%,13%,-34%,13%[56.9 µM],24%,7%
Vif-APOBEC3F blk,-13%,?,0%,10%,7%,-10%
TrxR1 inh,5%[57.1 µM],24%,8%,32%,9%,8%[57.1 µM]
Vif-APOBEC3G blk,?,-4%,0%,-9%,0%,0%
RXFP1 agonist,4.8%,5.2%,-2.1%,3.0%,-1.6%,4.2%
12-LOX inh,15%,-1%,464%[activator],-17%,0%,1%

7	Clc1ccc(OCCn2cnc(Cl)c2Cl)cc1
8	Cc1ccc(N2C(=O)C(CN3CCOCC3)C2c2ccccc2)cc1 (configuration not stated)
9	CC(C)(C)SC(=O)CC1NS(=O)(=O)OCC1NC(=O)OCC(Cl)(Cl)Cl (configuration not stated)
10	OC(c1nnc(-c2ccccc2)o1)c1cccs1 (configuration not stated)
11	COc1ccc2sc(N(CCN(C)C)C(=O)/C=C/c3cccs3)nc2c1
12	CCC1C(=O)Nc2ccccc2N1C(=O)c1ccc(Cl)nc1 (configuration not stated)

assay / entry,7,8,9,10,11,12
IDH1 R132H inh,9%,21%,-2%,-2%,-5%,-1%
TrxR1 substrate,-1%,8%,2%[57.1 µM],3%,-9%,-1%
USP1 inh,-23%,-21%,-7%,-11%,-23%,-19%
RGS4 inhibitor,-5%,1%,-1%,4%,8%,21%
Vif-APOBEC3F blk,-2%,-6%,-7%,1%,3%,1%
TrxR1 inh,4%,26%,-10%[57.1 µM],7%,-22%,18%
Vif-APOBEC3G blk,-7%,-4%,1%,2%,-9%,4%
RXFP1 agonist,-1.9%,-0.5%,-0.3%,2.9%,2.7%,-0.6%
12-LOX inh,?,1%,9%,-2%,-12%,-6%

13	CC1(C)CC(=O)C(Sc2nnc(-c3ccc(NS(C)(=O)=O)cc3)n2Cc2ccco2)C(=O)C1
14	CN(C)N=Nc1nc2c(c(=O)n(C)c(=O)n2C)n1CC1CO1 (configuration not stated)
15	O=C(O)c1cccc(NC(=S)NC(=O)c2cccc(OCc3ccccc3)c2)c1
16	CC(=O)Nc1ccc(NC(=O)CSc2nc3ccccc3nc2N2CCOCC2)cc1
17	CCOCCCNC(=S)N1CCN(Cc2ccc3c(c2)OCO3)CC1
18	COCCn1c(SCC(=O)Nc2ccc(Cl)cn2)nnc1-c1ccncc1

assay / entry,13,14,15,16,17,18
IDH1 R132H inh,2%,5%,-6%,5%,11%,6%
TrxR1 substrate,9%,-13%[57.1 µM],-4%,64%[activator],-2%,-7%[57.1 µM]
USP1 inh,4%,1%,-10%,?,-23%,-17%
RGS4 inhibitor,-23%,-6%,-23%,-14%,-3%,-7%
Vif-APOBEC3F blk,-6%,-2%,-7%,3%,-3%,4%
TrxR1 inh,-14%,-13%[57.1 µM],?,27%,3%,9%[57.1 µM]
Vif-APOBEC3G blk,1%,-9%,-1%,2%,0%,2%
RXFP1 agonist,3.2%,23%,-1.7%,0.6%,-0.5%,4.4%
12-LOX inh,-30%,84%[activator],.,-13%,?,-1%

19	O=C(CCc1ccccc1)Nc1nccs1
20	CCCCOc1ccc(C(=O)Nc2ccc3c(c2)N(C(C)=O)CCC3)cc1
21	CCCCn1c(N)c(N(CCC(C)C)C(=O)c2cc(-c3ccco3)nc3ccccc23)c(=O)[nH]c1=O
22	Cc1ccc(S(=O)(=O)C2(C(=O)Nc3ccc4c(c3)OCO4)CC2)cc1
23	CC(=O)Nc1ccc(NC(=O)Cn2cnc3c(nnn3Cc3ccc(F)cc3)c2=O)cc1
24	CC(=O)c1cccc(NC(=O)CC2SC(N3CCCCC3)=NC2=O)c1 (configuration not stated)

assay / entry,19,20,21,22,23,24
IDH1 R132H inh,-5%,0%,-4%,5%,-11%,0%
TrxR1 substrate,-3%,1%[57.1 µM],17%[57.1 µM],0%,0%,10%[57.1 µM]
USP1 inh,-11%,-11%,-23%,-16%,-3%,-11%
RGS4 inhibitor,16%,-2%,-24%,2%,19%,-1%
Vif-APOBEC3F blk,2%,-10%,5%,4%,3%,-5%
TrxR1 inh,16%,11%[57.1 µM],5%[57.1 µM],-1%,12%,17%[57.1 µM]
Vif-APOBEC3G blk,0%,-6%,-8%,0%,-13%,0%
RXFP1 agonist,-8.2%,0.3%,-2.2%,0.8%,5.9%,-0.4%
12-LOX inh,?,-11%,49%[activator],21%,-10%,12%

Taken from above:
Result for Cc1ccc(S(=O)(=O)C2(C(=O)Nc3ccc4c(c3)OCO4)CC2)cc1 in RGS4 inhibitor: 2%
Result for CCCCOc1ccc(C(=O)Nc2ccc3c(c2)N(C(C)=O)CCC3)cc1 in 12-LOX inh: -11%
Result for CC(=O)Nc1ccc(NC(=O)Cn2cnc3c(nnn3Cc3ccc(F)cc3)c2=O)cc1 in TrxR1 substrate: 0%
Result for O=C(CCc1ccccc1)Nc1nccs1 in RGS4 inhibitor: 16%

Next structures.
25	O=C(Cn1nnc(-c2cccs2)n1)N1c2ccccc2Sc2ccc(C(F)(F)F)cc21
26	NC(=O)c1ccc(NC(=O)COC(=O)/C=C/c2ccc(Br)o2)cc1
27	CCOC(=O)C(C#N)=C1CCN(Cc2ccccc2)CC1
28	O=C(CCCN1C(=O)NC2(CCCC2)C1=O)NCc1ccccc1
29	O=C(COCc1cc(-c2ccc3c(c2)OCO3)on1)N1CCN(c2ccccc2)CC1
30	Cc1cccc(N2CCN(C(=O)c3cccc(S(=O)(=O)N4CCOCC4)c3)CC2)c1C

assay / entry,25,26,27,28,29,30
IDH1 R132H inh,2%,0%,5%,1%,-16%&-8%,-2%
TrxR1 substrate,-3%,-5%,3%[2.29 µM],-6%,3%&-8%,6%[57.1 µM]
USP1 inh,-20%,-9%,-2%,-7%,?,-19%
RGS4 inhibitor,-11%,?,39%,11%,-15%&2%,-20%
Vif-APOBEC3F blk,6%,2%,4%,-5%,-8%&-5%,-4%
TrxR1 inh,-1%,45µM*,22%[2.29 µM],-9%,2%&-22%,1%[57.1 µM]
Vif-APOBEC3G blk,0%,1%,2%,0%,-13%&-8%,3%
RXFP1 agonist,.,.,-4.2%,0.1%,0.4%&0.3%,-0.1%
12-LOX inh,0%,-26%,40%,-37%,-11%&-1%,-29%

Profiles from above.
O=C(Cn1nnc(-c2cccs2)n1)N1c2ccccc2Sc2ccc(C(F)(F)F)cc21 in the list: IDH1 R132H inh = 2%; TrxR1 substrate = -3%; USP1 inh = -20%; RGS4 inhibitor = -11%; Vif-APOBEC3F blk = 6%; TrxR1 inh = -1%; Vif-APOBEC3G blk = 0%; RXFP1 agonist = .; 12-LOX inh = 0%
O=C(CCCN1C(=O)NC2(CCCC2)C1=O)NCc1ccccc1 in the list: IDH1 R132H inh = 1%; TrxR1 substrate = -6%; USP1 inh = -7%; RGS4 inhibitor = 11%; Vif-APOBEC3F blk = -5%; TrxR1 inh = -9%; Vif-APOBEC3G blk = 0%; RXFP1 agonist = 0.1%; 12-LOX inh = -37%

Back to the main list, starting 2 compounds before the break.
29	O=C(COCc1cc(-c2ccc3c(c2)OCO3)on1)N1CCN(c2ccccc2)CC1
30	Cc1cccc(N2CCN(C(=O)c3cccc(S(=O)(=O)N4CCOCC4)c3)CC2)c1C
31	CN(NC1OC(=O)c2ccccc21)c1ncc(Cl)cc1C(F)(F)F (configuration not stated)
32	Cc1cc(F)ccc1S(=O)(=O)NCC(c1cccnc1)N1CCc2ccccc21 (configuration not stated)
33	FC(F)(F)c1cc(-c2ccccc2)nc(N2CCCCC2)n1
34	CCOC(=O)c1c(NC(=O)c2cc(OCC)c(OCC)c(OCC)c2)sc2c1CCCCC2

assay / entry,29,30,31,32,33,34
IDH1 R132H inh,-16%&-8%,-2%,1%,-3%,4%,-6%
TrxR1 substrate,3%&-8%,6%[57.1 µM],4%[57.1 µM],-4%,8%[57.1 µM],8%
USP1 inh,?,-19%,-16%,-12%,-12%,-18%
RGS4 inhibitor,-15%&2%,-20%,2%,1%,17%,-40%
Vif-APOBEC3F blk,-8%&-5%,-4%,-4%,0%,2%,-6%
TrxR1 inh,2%&-22%,1%[57.1 µM],20%[57.1 µM],17%,15%[57.1 µM],12%
Vif-APOBEC3G blk,-13%&-8%,3%,0%,3%,-1%,-3%
RXFP1 agonist,0.4%&0.3%,-0.1%,0.8%,0.2%,1.5%,1.2%
12-LOX inh,-11%&-1%,-29%,233%[activator],?,-11%,0%

A portion of the library. The share of hits here may be higher or lower than overall.
